Screening data from PubChem BioAssay.
KCNQ2 block – KCNQ2 potassium channel inhibitors, primary screen, cell-based, CHO-K1, FluxOR thallium flux, B-score (AID 2156). actives 1.1% (n = 310,000). 20 min; stronger effect = lower value. Potassium voltage-gated channel subfamily KQT member 2 (Rattus norvegicus), O88943. B-score at 10 µM;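 active = fluorescence ratio B-score at most minus 3 library SDs, with starting brightness B-score within 2 library SDs, cut at about -5.5 in these data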
Kir21 block – inhibitors of mouse Kir2.1 inward-rectifier potassium channel | B-score at 10 µM | HEK293-Kir2.1, FluxOR thallium flux fluorescence; stronger effect = lower value | Inward rectifier potassium channel 2 (Mus musculus), P35561 | AID 1672, 2009 | actives 0.85% (n = 310,000);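 active = fluorescence ratio B-score at or below minus 3 SD of library scores, with starting-brightness B-score within 2 SD, cut at about -4.2 in these data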;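 note: channel flux triggered by added potassium and thallium sulfate stimulus; B-score of peak minus minimum fluorescence over baseline after thallium stimulus; more negative B-score means stronger Kir2.1 block with less thallium influx; some compounds called inactive have numbers as strong as hits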
Target sequence (P35561 whole entry, looked up): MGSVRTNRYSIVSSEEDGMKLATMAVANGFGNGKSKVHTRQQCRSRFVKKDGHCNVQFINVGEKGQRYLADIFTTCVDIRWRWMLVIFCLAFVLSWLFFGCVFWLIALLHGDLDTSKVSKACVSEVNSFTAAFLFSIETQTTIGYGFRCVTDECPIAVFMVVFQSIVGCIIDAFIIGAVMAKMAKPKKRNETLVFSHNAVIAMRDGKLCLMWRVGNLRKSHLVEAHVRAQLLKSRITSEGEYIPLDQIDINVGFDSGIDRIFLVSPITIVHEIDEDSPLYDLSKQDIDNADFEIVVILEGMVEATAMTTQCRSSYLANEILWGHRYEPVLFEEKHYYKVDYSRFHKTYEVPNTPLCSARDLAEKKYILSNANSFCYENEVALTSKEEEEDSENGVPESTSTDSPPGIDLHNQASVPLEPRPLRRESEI
* hit, by the source's call; i = inactive.

The opening 16 records, ahead of the listing:
SMILES | KCNQ2 block | Kir21 block
CCN(CC)CCNC(=O)Cn1c(C)cc2ccccc2c1=O | i | 0.11
O=C(CNC(=O)c1cccc(F)c1)N/N=C/c1cccc([N+](=O)[O-])c1 | i | 0.86
CCOc1ccc(NC(=O)[C@@H](NC(=O)c2ccccc2Br)C(C)C)cc1 | i | 0.36
COc1cc(CNc2ccccc2)c([N+](=O)[O-])cc1OC | i | -0.02
COC(=O)C(O)(CC(=O)Nc1cc(Cl)ccc1Cl)C(F)(F)F (stereo unspecified) | i | 0.4
O=C1c2ccccc2C(=O)C1c1ccc(O)cc1 | i | -0.09
Cc1nc2cc(NC(=O)Nc3ccccc3Cl)ccc2n1C | i | -0.88
COc1ccc(Cl)cc1NC(=O)NCc1ccccn1 | i | 0.41
CC1CCCCN1C(=O)Cn1c(=O)oc2cc(S(=O)(=O)N3CCCCC3)ccc21 (stereo unspecified) | i | 0.88
Cc1nc(C(=O)NC2CCCCC2)sc1C1(C)CC(c2cccc([N+](=O)[O-])c2)=NO1 (stereo unspecified) | i | 1.1
N#Cc1ccc(CO/N=C/c2ccccc2)cc1 | i | 0.18
CC(C)c1nnc(NC(=O)CCC(=O)NC2CCCc3ccccc32)s1 (stereo unspecified) | i | -1.1
CCC(=O)N1CCc2cc(S(=O)(=O)NC(Cc3ccccc3)C(=O)O)ccc21 (stereo unspecified) | i | 0.91
c1ccc2c3c([nH]c2c1)C1(CCCCC1)NCC3 | i | -1.1
O=C(OCn1nnc2ccccc2c1=O)c1ccc2c(=O)n3c(nc2c1)CCC3 | i | 1.6
COC(=O)c1c(NC(=S)NN2CCN(C)CC2)sc2c1CCC(C)C2 (stereo unspecified) | i | 0.94

The listing (from the top)
SMILES | KCNQ2 block | Kir21 block
CCN(CC)CCNC(=O)Cn1c(C)cc2ccccc2c1=O | i | 0.11
O=C(CNC(=O)c1cccc(F)c1)N/N=C/c1cccc([N+](=O)[O-])c1 | i | 0.86
CCOc1ccc(NC(=O)[C@@H](NC(=O)c2ccccc2Br)C(C)C)cc1 | i | 0.36
COc1cc(CNc2ccccc2)c([N+](=O)[O-])cc1OC | i | -0.02
COC(=O)C(O)(CC(=O)Nc1cc(Cl)ccc1Cl)C(F)(F)F (stereo unspecified) | i | 0.4
O=C1c2ccccc2C(=O)C1c1ccc(O)cc1 | i | -0.09
Cc1nc2cc(NC(=O)Nc3ccccc3Cl)ccc2n1C | i | -0.88
COc1ccc(Cl)cc1NC(=O)NCc1ccccn1 | i | 0.41
CC1CCCCN1C(=O)Cn1c(=O)oc2cc(S(=O)(=O)N3CCCCC3)ccc21 (stereo unspecified) | i | 0.88
Cc1nc(C(=O)NC2CCCCC2)sc1C1(C)CC(c2cccc([N+](=O)[O-])c2)=NO1 (stereo unspecified) | i | 1.1
N#Cc1ccc(CO/N=C/c2ccccc2)cc1 | i | 0.18
CC(C)c1nnc(NC(=O)CCC(=O)NC2CCCc3ccccc32)s1 (stereo unspecified) | i | -1.1
CCC(=O)N1CCc2cc(S(=O)(=O)NC(Cc3ccccc3)C(=O)O)ccc21 (stereo unspecified) | i | 0.91
c1ccc2c3c([nH]c2c1)C1(CCCCC1)NCC3 | i | -1.1
O=C(OCn1nnc2ccccc2c1=O)c1ccc2c(=O)n3c(nc2c1)CCC3 | i | 1.6
COC(=O)c1c(NC(=S)NN2CCN(C)CC2)sc2c1CCC(C)C2 (stereo unspecified) | i | 0.94
Cc1nc(C(C)N(C)Cc2nc(-c3ccc4c(c3)OCO4)no2)c(C)s1 (stereo unspecified) | i | -2.2
CC(=O)N1c2ccc(N=Cc3cc(Br)cc(Br)c3O)cc2CC1C (stereo unspecified) | i | 0.26
Cc1ccccc1C(=O)NC1CCN(Cc2nnnn2CCc2ccccc2)CC1 | i | 1
Cc1ccccc1CSCC(=O)NCc1ccco1 | i | 0.57
COc1ccc(-c2[nH]c(-c3ccc(C)cc3)nc2SCC(=O)NCc2ccco2)cc1OC | i | -0.6
N#Cc1cc2c(nc1SCc1cccc(Cl)c1)CCCCC2 | i | -0.75
COc1cccc(C(CNC(=O)C(c2ccccc2)c2ccccc2)N(C)C)c1 (stereo unspecified) | i | -2.2
O=C(NCc1cccnc1)c1cn(-c2ccccc2)nc1-c1ccccc1 | i | -0.29
C=CCC1(NCc2ccco2)CCN(CC)CC1 | i | 0.43
COc1cccc(NC(=O)CC2Oc3ccccc3NC2=O)c1 (stereo unspecified) | i | -0.21
O=C(NC(Cc1ccccc1)C(=O)O)c1ccccc1 (stereo unspecified) | i | -0.36
CCCCC(=O)Nc1ccc2c3c(cccc13)C(=O)N2CC | i | 0.66
COc1cc(CNCCO)cc(Cl)c1OCc1ccccc1Cl | i | -7*
Cc1c(C#N)sc(C(N)=O)c1C | i | 0.03
Cc1cccc(OCc2nnc(SCC(=O)Nc3nccs3)o2)c1 | i | 1.4
CC(C)n1c(CCC(=O)O)ccc1-c1ccccc1 | i | -1.5
COc1cccc(CNc2ccc(N3CCC(C)CC3)cc2)c1OC | i | -2.5
Cc1c(NC(=O)c2ccc(S(=O)(=O)N3CCOCC3)cc2)c(=O)n(-c2ccccc2)n1C | i | 1.2
O=C(CO/N=C/c1ccc(OC(F)F)cc1)NC1CCCCC1 | i | -1.8
COc1ccc(CN(C(C)=O)c2cccc(C)c2C)cc1 | i | -0.57
Cc1cc(C)cc(OCc2ccc(C(=O)O)o2)c1 | i | -0.79
Cc1ccc(NC(=O)c2ccc(NC3=NC4CS(=O)(=O)CC4S3)cc2)cc1 (stereo unspecified) | i | 0.35
C=CCOC(=O)CCCC(=O)NC1CCCCC1 | i | 0.26
Cc1cc(NS(=O)(=O)c2cccc([N+](=O)[O-])c2)no1 | i | -0.44
CCOC(=O)N1CCN(C(=O)c2ccc3c(=O)n(Cc4ccccc4OC)c(=S)[nH]c3c2)CC1 | i | 0.08
CCCCN1C(=O)C2C3C=CC(C2C1=O)C1C2C(=O)N(CCCC)C(=O)C2C31 (stereo unspecified) | i | -0.33
O=C(c1ccccc1)c1cnc(-c2ccc(Cl)cc2)s1 | i | 0.39
CSc1ccc(S(=O)(=O)NC(C)c2ccccc2)cc1 (stereo unspecified) | i | -7.3*
Cc1oc(-c2cccc(Cl)c2)nc1CN1CCC(C(=O)NCCCN2CCCC2=O)CC1 | i | -0.73
O=S(=O)(c1ccc(Br)cc1)c1nc(-c2ccco2)oc1NCC1CCCO1 (stereo unspecified) | i | 1.2
Oc1c(Br)cc(Br)cc1CNc1ccc(F)cc1 | i | 0.55
CC(=O)Nc1ccc(N2CCc3c(C)c(C#N)c4nc5ccccc5n4c32)cc1 | i | 0.29
CCC(=O)N1CCc2cc(Br)cc(S(=O)(=O)N3CCC(C(=O)NCCCOC(C)C)CC3)c21 | i | 2.1
COc1ccc(N(CC(=O)NCCSCc2ccc(C)cc2)S(=O)(=O)c2ccccc2)cc1 | i | 1.4
N#C/C(=C/c1ccc(Cl)cc1)NC(=O)c1ccccc1 | i | 0.01
Cc1c(C)c(C)c(/C=[N+](/C)[O-])c(C)c1C | i | 0.51
COc1cccc(NC(=O)CN(C)C(=O)CNC(=O)c2ccccc2F)c1 | i | 1.1
N#CCCN(CCC#N)C(=S)NC1CC2C=CC1C2 (stereo unspecified) | i | 0.05
CCN(CC)c1ccc(/C=N/NC(=O)CNC(=O)/C=C/c2ccco2)cc1 | i | -0.01
CCSc1cc(C2C(C#N)=C(N)OC(C)=C2C(=O)OC)c(C)o1 (stereo unspecified) | i | -2.1
CCn1cc(CN2CCC(n3nccc3NC(=O)CCOc3ccccc3)CC2)c(C)n1 | i | -0.33
C=C(C)c1cccc(C(C)(C)NC(=O)N2CCN(c3ccc(OC)cc3)CC2)c1 | i | -0.61
COC(=O)[C@H]1[C@H](CCc2ccccc2)NC(=O)N(Cc2ccccc2)[C@@H]1C | i | 0.09
COc1ccc(CN2C(=O)c3cccnc3C2=O)cc1S(=O)(=O)N1CCCCC1C (stereo unspecified) | i | -0.52
(continued)
SMILES | KCNQ2 block | Kir21 block
Cc1nc(SCC(=O)NCc2ccco2)c2c3c(sc2n1)CCCC3 | i | 0.91
CC(NC(=O)CCC1COc2ccccc2O1)c1ccccc1 (stereo unspecified) | i | 0.76
CCN1CCN(c2ccc(S(=O)(=O)N3CCCCC3)cc2NC(=O)COc2ccc(Cl)c(C)c2)CC1 | i | 0.38
CC1CCCN(C(=O)COC(=O)c2ccc3[nH]c4c(c3c2)CCCC4)C1 (stereo unspecified) | i | 0.67
Cc1ccc2c(c1)N(CC(=O)NCC1CCCO1)C(=O)CO2 (stereo unspecified) | i | 0.02
CCOC(=O)N1CCN(C(=O)c2cccc(NC(=O)c3ccco3)c2)CC1 | i | 0.56
CCN1C(=S)N[C@@H](CCc2ccccc2)[C@H](C(=O)OC)[C@H]1C | i | -0.3
COc1ccc(/C=N/OC(=O)Nc2ccc(Cl)cc2)c(OC)c1 | i | -14
CC(C)c1ccc(NC(=O)c2cccc(NC3=NC4CS(=O)(=O)CC4S3)c2)cc1 (stereo unspecified) | i | -1.3
COc1ccc2oc(=Nc3ccccc3)c(-c3nc4ccccc4[nH]3)cc2c1 | i | 0
COc1cccc(-n2cnc3sc(-c4ccccc4)cc3c2=O)c1 | i | 1.9
COc1ccc2c(c1)nc(N)n2Cc1ccccc1 | i | 0.02
CNC(=O)CCCN1C(=O)c2ccccc2Sc2ncccc21 | i | -0.03
Cc1nnc(NC(=O)c2ccc(F)c(S(=O)(=O)N3CCCCC3)c2)s1 | i | 1.8
O=C(Nc1ccc(OC(F)(F)C(F)F)c(NC(=O)c2ccc(F)cc2)c1)c1ccc(F)cc1 | i | -1.7
COc1cccc2c1CCc1c-2nc2ccccc2c1C(=O)O | i | -1.4
Cn1c(CCN2CCCCC2)nc2cc(NC(=O)C3CCCCC3)ccc21 | i | 0.8
COc1ccccc1CNC(=O)COC(=O)C1=COCCO1 | i | -0.35
CC1(C)CC(=O)C=C(NCC(=O)O)C1 | i | 1.1
Cc1ccc(N/C=C(/C#N)c2ccsc2)cc1 | i | -1.2
Cc1ccc(S(=O)(=O)Nc2ccc3[nH]ccc3c2)cc1 | i | 0.02
CCOCCCNC(=O)C(Cc1ccccc1)NS(=O)(=O)c1cccc2nsnc12 (stereo unspecified) | i | -0.18
Cn1nc(-c2ccc(Cl)cc2)cc1NC(=O)CCCC(=O)O | i | 1.8
COc1ccc(C(=O)O/N=C2\C(=O)N(C)c3ccccc32)cc1 | i | 2.4
O=C(Nc1cccc(Cl)c1Cl)C1CCCO1 (stereo unspecified) | i | -2.5
COC(=O)/C=C1/S/C(=N/NC(=O)c2ccc(OC)cc2)NC1=O | i | 0.46
CCOc1ccc(S(=O)(=O)NCc2ccccn2)cc1 | i | -0.29
CC1CN(S(=O)(=O)c2cccc(C(=O)N(Cc3nnc(-c4ccccc4Cl)o3)C3CC3)c2)CC(C)O1 (stereo unspecified) | i | 0.75
Cc1ccc(N2C(=O)NC3(CCCCC3)C2=O)cc1 | i | 0.54
Cc1[nH]c2ccccc2c1CCN(Cc1cccnc1)C(=S)Nc1ccc(F)cc1 | i | 0.06
CCCCN(C)CCNC(=O)c1c[nH]c2ccc(S(=O)(=O)N(CC)CC)cc2c1=O | i | 2.5
Cc1nnc(NC(=O)c2ccc3ccccc3c2)s1 | i | -1.5
C=CCn1c(SCc2n[nH]c(=S)n2-c2ccccc2)nnc1-c1ccccc1 | i | 1.6
Cc1ccc(NC(=S)N(Cc2ccco2)C2CCN(C(C)C)CC2)cc1 | i | -3.5
Cc1cc(C)c2c(c1)/C(=N/NC(=O)c1ccc(O)cc1)CCC2 | i | -0.42
Cc1ccc(C2Nc3ccc4ccccc4c3C3=C2C(=O)CC(C)(C)C3)o1 (stereo unspecified) | i | -0.75
Cc1ccc(S(=O)(=O)NC2CC2)cc1[N+](=O)[O-] | i | 0.04
Cc1cccc(C)c1NC(=O)NCCSc1snnc1C | i | 0.74
CCN(CC)S(=O)(=O)c1ccc(N/N=C(\C)c2cccnc2)nc1 | i | 2
O=C(CSc1ccc(Cl)cc1)Nc1ccccc1Oc1ccccc1 | i | -1.7
COc1ccc(C)cc1S(=O)(=O)NCCC1=CCCCC1 | i | -1.1
Cc1ccc(C(=O)N2C3C=CC(C3)C2(C(F)(F)F)C(F)(F)F)cc1 (stereo unspecified) | i | 0.15
CCN(CC)S(=O)(=O)c1ccc(N2C(=O)CC2(/C=C/c2ccccc2)C(=O)NC2CCCC2)cc1 (stereo unspecified) | i | -0.43
O=C(N/N=C/c1ccc(OCc2ccccc2)cc1)c1cccs1 | i | 1.1
N#Cc1ccc(C(=O)OCC(=O)Nc2ccc(S(N)(=O)=O)cc2)cc1 | i | -1.4
COc1ccc(Cc2nnc(NC(=O)C3CC(=O)N(c4ccccc4)C3)s2)cc1OC (stereo unspecified) | i | 1.4
O=C(CN1C(=O)c2ccccc2S1(=O)=O)N1CCN(c2cccc(Cl)c2)CC1 | i | 0.4
O=C(CCCOc1ccccc1)N1CCCCC1 | i | -0.28
CC(C)[C@@H](C(=O)NC1CCN(Cc2ccccc2)CC1)N1C(=O)N2CCc3c([nH]c4ccccc34)[C@@]2(C)C1=O | i | -1.1
O=C(NCc1ccccn1)C(F)(F)C(F)(F)C(=O)NCc1ccccn1 | i | -0.02
CC(C)C(NC(=O)c1ccccc1F)C(=O)Nc1nccs1 (stereo unspecified) | i | -0.65
C#CCOCCOCCOCCNc1nc(N2CCN(C(=O)C([C@@H](C)CC)n3cc(C(N)COC(=O)C(F)(F)F)nn3)CC2)nc(N2CCN(C(=O)[C@H](CCC(=O)O)n3cc(C(N)CC(C)C)nn3)CC2)n1 (stereo partly specified) | i | 1.2
O=C(N/N=C/c1ccccc1[N+](=O)[O-])C(=O)N1CCCC1 | i | -1.3
